Tb hexokinase – Trypanosoma brucei hexokinase 1 inhibitors, primary screen, biochemical, G6PDH-coupled NADH absorbance, MLSCN library. recombinant TbHK1, G6PDH-coupled NADH A340. inhibition, % at 10 µM. 0.11% of 220,000 active;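 active = inhibition of 50% or more in the single-dose primary screen; inactive = inhibition below 50%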
Calpain2 inh – inhibitors of pig calpain II, primary screen, biochemical, fluorogenic peptide substrate, 1536-well | inhibition, % at 16 µM | purified calpain II, 30 min | AID 1236, 2008 | 0.37% of 220,000 active;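 active = inhibition above about 50%, limit read from the data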
Runt-SMMHC FRET – inhibitors of RUNX1 Runt–CBFb-SMMHC binding, primary screen, biochemical, FRET, Cerulean-Runt, Venus-CBFb-SMMHC, uHTS | Runt-related transcription factor 1 (Homo sapiens) + Core-binding factor subunit beta … | Cerulean-Runt/Venus-CBFb-SMMHC FRET ratio 530/480, 1 h | inhibition, % at 20 µM | 0.74% of 220,000 active | AID 1434, 2008;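 active = mean inhibition across duplicate retests at 20 µM reaching about 50%, limit read from the data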;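 note: 0% = DMSO wells and 100% = wells with excess untagged CBFb-SMMHC; inhibitors lower the FRET ratio by blocking Runt binding to CBFb-SMMHC; some results filed as inactive read as strong as hits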
EBV gp42 block – Epstein-Barr virus gp42 inhibitors, primary screen, biochemical, uHTS, fluorescence polarization; Glycoprotein 42 (Epstein-Barr virus (strain AG876)), Q1HVG2; Fluorescence polarization binding assay, mP read-out; inhibition, % (tested at 21.74 µM); 0.42% of 220,000 active; AID 1085, 2008; in the data active = inhibition above about 50%
Target sequence (Q1HVG2 whole entry, looked up): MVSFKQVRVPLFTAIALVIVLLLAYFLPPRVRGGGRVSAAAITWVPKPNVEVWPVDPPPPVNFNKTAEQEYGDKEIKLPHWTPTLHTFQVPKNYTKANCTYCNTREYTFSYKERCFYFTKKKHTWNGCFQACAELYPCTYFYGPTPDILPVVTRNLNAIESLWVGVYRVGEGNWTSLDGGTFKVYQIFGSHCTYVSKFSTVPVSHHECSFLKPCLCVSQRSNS
RBBP9 inhibitor – human RBBP9 inhibitors, primary screen, biochemical, fluorescence polarization, FP-Rh probe, HTS. 0.2% of 220,000 active. Serine hydrolase RBBP9 (Homo sapiens), O75884. recombinant RBBP9. inhibition, % at 7.94 µM. AID 1515, 2009;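 active = inhibition above the campaign mean of all tested compounds plus 3 SD, cut at about 14% in these data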;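 note: plate controls were DMSO wells with RBBP9 for no effect and wells lacking RBBP9 protein for full effect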
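Test system – recombinant human RBBP9 · Input – RBBP9 2.5 µM in dispensing solution, pre-mixing · Medium – Tris buffer pH 8.0, NaCl, Pluronic · Schedule – preincubation 30 min plus labeling 45 min at 25 °C · Measured by – fluorescence polarization · Measure – % inhibition · Controls – DMSO and no-protein wells · Replicates – one well per compound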
p97 ATPase inh – inhibitors of human p97 ATPase, primary screen, biochemical | Transitional endoplasmic reticulum ATPase (Homo sapiens), P55072 | 0.42% of 220,000 active | inhibition, % at 8 µM | recombinant p97 ATPase, Kinase-Glo ATP luminescence, 3 h | AID 1481, 2009; in the data active = inhibition above about 15%;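 note: 0% = DMSO vehicle and 100% = wells lacking enzyme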
Target sequence (P55072 whole entry, looked up): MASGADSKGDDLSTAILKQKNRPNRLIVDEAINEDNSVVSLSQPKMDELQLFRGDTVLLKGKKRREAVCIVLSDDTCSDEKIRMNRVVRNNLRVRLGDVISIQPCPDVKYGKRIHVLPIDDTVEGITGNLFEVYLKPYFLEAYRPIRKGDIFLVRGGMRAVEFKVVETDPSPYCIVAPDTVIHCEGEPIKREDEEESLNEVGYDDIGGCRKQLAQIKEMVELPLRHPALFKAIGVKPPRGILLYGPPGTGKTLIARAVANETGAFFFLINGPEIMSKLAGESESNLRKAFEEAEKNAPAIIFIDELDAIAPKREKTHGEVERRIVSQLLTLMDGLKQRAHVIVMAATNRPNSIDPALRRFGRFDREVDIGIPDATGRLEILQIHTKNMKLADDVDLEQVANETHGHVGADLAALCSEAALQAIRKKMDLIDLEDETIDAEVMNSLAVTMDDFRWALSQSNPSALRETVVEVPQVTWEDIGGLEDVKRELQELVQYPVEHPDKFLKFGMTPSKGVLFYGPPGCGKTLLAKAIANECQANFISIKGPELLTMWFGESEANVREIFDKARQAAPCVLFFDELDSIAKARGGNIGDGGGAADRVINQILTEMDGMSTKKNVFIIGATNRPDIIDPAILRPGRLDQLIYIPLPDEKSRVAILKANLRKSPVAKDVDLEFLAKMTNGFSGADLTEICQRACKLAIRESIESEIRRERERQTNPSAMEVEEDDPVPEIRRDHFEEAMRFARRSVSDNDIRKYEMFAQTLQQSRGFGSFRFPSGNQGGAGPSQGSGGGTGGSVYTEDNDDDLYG
NCF1 inh – p47phox/p22phox peptide binding inhibitors, primary screen, biochemical, uHTS, NADPH oxidase regulatory subunit; Neutrophil cytosol factor 1 (Homo sapiens), P14598; fluorescence polarization, 2 h; inhibition, % at 24.7 µM; 0.53% of 220,000 active; AID 1274, 2008;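 active = inhibition above about 30%, limit read from the data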;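 note: 0% = p47phox with labelled peptide and 100% = labelled peptide alone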
Runt-CBFb FRET – inhibitors of RUNX1 Runt–CBFb binding, primary screen, biochemical, FRET, Cerulean-Runt, Venus-CBFb, uHTS; Runt-related transcription factor 1 (Homo sapiens) + Core-binding factor subunit beta …; Cerulean-Runt/Venus-CBFb FRET ratio 530/480, 1 h; inhibition, % at 20 µM; 0.46% of 220,000 active; AID 1496, 2009;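 active = inhibition over about 50% at 20 µM in the single-dose screen, limit read from the data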;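 note: 0% = DMSO wells and 100% = excess unlabeled CBFb competitor control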
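Reagent – Venus-CBFb binding partner, 100 nM · Assay system – Cerulean-tagged RUNX1 Runt domain (FRET donor) fusion protein · Input – 100 nM per protein · Incubation – two 1 h room-temperature incubations shielded from light · Measured by – FRET fluorescence · Medium – Tris buffer pH 7.5 with salts and BSA · Benchmarks – unlabeled CBFb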
Furin inhibitor – human furin inhibitors, primary screen, biochemical, fluorescence intensity | P09958 | purified furin, fluorogenic substrate cleavage | inhibition, % at 30 µM | 0.061% of 220,000 active | AID 463115, 2010; in the data active = inhibition above about 25%; note: inactives centre near -15
* = called active by the depositor; [ ] = remark or other dose.

Screening CCOC(=O)c1c(-c2ccc(OC)cc2)csc1NC(=O)CCN1CCOCC1 returned Tb hexokinase -9, Calpain2 inh -24, Runt-SMMHC FRET -2, EBV gp42 block -12, RBBP9 inhibitor 1, p97 ATPase inh 0, NCF1 inh -9, Runt-CBFb FRET -5 and Furin inhibitor -22.
For CCOC(=O)C1CCCN(C(=O)c2ccccc2[N+](=O)[O-])C1 (stereo not given) the results were Tb hexokinase 0, Calpain2 inh 20, Runt-SMMHC FRET -5, EBV gp42 block 6, RBBP9 inhibitor -7, p97 ATPase inh 1, NCF1 inh -7, Runt-CBFb FRET 1 and Furin inhibitor -21.
`COc1ccc(C(=O)Nc2nc3ccc4nc(C)sc4c3s2)cc1` gave Tb hexokinase -18, Calpain2 inh -61, Runt-SMMHC FRET 2, EBV gp42 block -21, RBBP9 inhibitor 0, p97 ATPase inh 4, NCF1 inh -15, Runt-CBFb FRET 0 and Furin inhibitor -21.
O=C(CSc1nc2ccccc2c(=O)n1NC(=O)Cc1ccccc1)NCc1ccccc1 was read as Tb hexokinase -4, Calpain2 inh 36, Runt-SMMHC FRET 1, EBV gp42 block -14, RBBP9 inhibitor 2, p97 ATPase inh 2, NCF1 inh -16, Runt-CBFb FRET 1 and Furin inhibitor -15[20 µM].
`Cc1cccc(C(=O)Nc2cccc(-c3ccc4nncn4n3)c2)c1` gave Tb hexokinase 6, Calpain2 inh -9, Runt-SMMHC FRET -8, EBV gp42 block 0, RBBP9 inhibitor -1, p97 ATPase inh 3, NCF1 inh -2, Runt-CBFb FRET -5 and Furin inhibitor -28.
CCN(CC)CC(O)CN1C(=O)NC(C)(C)C1=O (stereo not given) was read as Tb hexokinase 2, Calpain2 inh -13, Runt-SMMHC FRET 2, EBV gp42 block -14, RBBP9 inhibitor -7, p97 ATPase inh 5, NCF1 inh 2, Runt-CBFb FRET 0 and Furin inhibitor -28.
For CCCC(=O)Nc1ccc(C(=O)/C=C/c2ccc(SC)cc2)cc1 the results were Tb hexokinase -17, Calpain2 inh -9, Runt-SMMHC FRET -20, EBV gp42 block -11, RBBP9 inhibitor -10, p97 ATPase inh 1, NCF1 inh -12, Runt-CBFb FRET -11 and Furin inhibitor -1[20 µM].
Screening CCOCCc1nnc(NC(=O)Cc2ccc(Br)cc2)s1 returned Tb hexokinase -8, Calpain2 inh 8, Runt-SMMHC FRET 3, EBV gp42 block 5, RBBP9 inhibitor -3, p97 ATPase inh -6, NCF1 inh -1, Runt-CBFb FRET 0 and Furin inhibitor -3[20 µM].
Screening CCC(Sc1nc2cc3c(cc2c(=O)n1Cc1ccco1)OCO3)C(=O)Nc1ccccc1OC (stereo not given) returned Tb hexokinase -12, Calpain2 inh -12, Runt-SMMHC FRET -2, EBV gp42 block -1, RBBP9 inhibitor -6, p97 ATPase inh 1, NCF1 inh -17, Runt-CBFb FRET -2 and Furin inhibitor -20.
O=C(CSc1nnnn1Cc1ccccc1)NC1CCCCC1 was read as Tb hexokinase -9, Calpain2 inh -5, Runt-SMMHC FRET -1, EBV gp42 block 4, RBBP9 inhibitor -6, p97 ATPase inh -3, NCF1 inh 8, Runt-CBFb FRET -2 and Furin inhibitor -25.
For CC(C)(C)CC(C)(C)NCC(O)COc1c(F)cc(Br)cc1F (stereo not given) the results were Tb hexokinase 13, Calpain2 inh -14, Runt-SMMHC FRET -2, EBV gp42 block 2, RBBP9 inhibitor -3, p97 ATPase inh -4, NCF1 inh 0, Runt-CBFb FRET 1 and Furin inhibitor -17[20 µM].
CCOC(=O)c1nn(-c2ccc([N+](=O)[O-])cc2)cc1O was read as Tb hexokinase -27, Calpain2 inh 5, Runt-SMMHC FRET -3, EBV gp42 block 5, RBBP9 inhibitor -8, p97 ATPase inh -1, NCF1 inh -19, Runt-CBFb FRET -2 and Furin inhibitor -9.
`CCOC(=O)C1(CC2CC2)CCN(Cc2cnc(-c3ccccc3C)nc2)CC1` gave Tb hexokinase 2, Calpain2 inh 22, Runt-SMMHC FRET -6, EBV gp42 block -20, RBBP9 inhibitor -2, p97 ATPase inh -1, NCF1 inh -8, Runt-CBFb FRET -1 and Furin inhibitor -20.
O=C(Cn1c(C(=O)N2CCN(C3CCCCC3)CC2)cc2sccc21)c1ccccc1 was read as Tb hexokinase 9, Calpain2 inh -3, Runt-SMMHC FRET 5, EBV gp42 block 11, RBBP9 inhibitor -3, p97 ATPase inh -3, NCF1 inh -2, Runt-CBFb FRET -1 and Furin inhibitor -1.
Screening CCc1cccc(C)c1NC(=O)CN(C)Cc1ccc(Br)cc1 returned Tb hexokinase -1, Calpain2 inh 4, Runt-SMMHC FRET -8, EBV gp42 block -10, RBBP9 inhibitor -4, p97 ATPase inh 0, NCF1 inh -5, Runt-CBFb FRET -4 and Furin inhibitor -19.
`CCN(C(=O)c1coc(=O)c(Br)c1)c1ccc2c(c1)OCO2` gave Tb hexokinase -28, Calpain2 inh 8, Runt-SMMHC FRET -29, EBV gp42 block 32, RBBP9 inhibitor 6, p97 ATPase inh 5, NCF1 inh -5, Runt-CBFb FRET -11 and Furin inhibitor 11.
For CC(C)n1c2ccccc2c2nc3ccccc3nc21 the results were Tb hexokinase 0, Calpain2 inh 6, Runt-SMMHC FRET 7, EBV gp42 block 1, RBBP9 inhibitor -4, p97 ATPase inh 0, NCF1 inh -13, Runt-CBFb FRET 2 and Furin inhibitor -16[20 µM].
For Cc1ccccc1C1c2[nH]c3ccccc3c2CCN1CCCn1cccn1 (stereo not given) the results were Tb hexokinase -9, Calpain2 inh -33, Runt-SMMHC FRET -47, EBV gp42 block 15, RBBP9 inhibitor -8, p97 ATPase inh 5, NCF1 inh 6, Runt-CBFb FRET -22 and Furin inhibitor -20.
Screening CC(C)Cn1c(SCc2nc3ccccc3c(=O)[nH]2)nc2ccccc2c1=O returned Tb hexokinase 2, Calpain2 inh 14, Runt-SMMHC FRET -5, EBV gp42 block -8, RBBP9 inhibitor 2, p97 ATPase inh 6, NCF1 inh 7, Runt-CBFb FRET -3 and Furin inhibitor -12[20 µM].
Screening c1ccc(CN2CCCC3(CCCN(Cc4nc(COc5ccccc5)no4)C3)C2)cc1 (stereo not given) returned Tb hexokinase 5, Calpain2 inh -4, Runt-SMMHC FRET 3, EBV gp42 block -11, RBBP9 inhibitor -4, p97 ATPase inh 2, NCF1 inh -11, Runt-CBFb FRET 0 and Furin inhibitor -16.
`CCOc1ccc(/C=N/n2c(SC)nnc(C(C)(C)C)c2=O)cc1` gave Tb hexokinase -9, Calpain2 inh 4, Runt-SMMHC FRET 1, EBV gp42 block -4, RBBP9 inhibitor 5, p97 ATPase inh -1, NCF1 inh -3, Runt-CBFb FRET -3 and Furin inhibitor -6[20 µM].
O=C(Oc1ccc(N(Cc2cccs2)C2=NS(=O)(=O)c3ccccc32)cc1)c1ccccc1F was read as Tb hexokinase 4, Calpain2 inh -9, Runt-SMMHC FRET 3, EBV gp42 block -21, RBBP9 inhibitor -7, p97 ATPase inh 3, NCF1 inh -8, Runt-CBFb FRET 4 and Furin inhibitor -13[20 µM].
`CSc1nnc(NC(=O)c2cc(=O)c3cc(C)cc(C)c3o2)s1` gave Tb hexokinase -42, Calpain2 inh 18, Runt-SMMHC FRET -9, EBV gp42 block 18, RBBP9 inhibitor -9, p97 ATPase inh 9, NCF1 inh -8, Runt-CBFb FRET -1 and Furin inhibitor -12.
`CC1=C([N+](=O)[O-])C(c2ccccc2)C2=C(N1)c1ccccc1C2=O` (stereo not given) gave Tb hexokinase -8, Calpain2 inh -3, Runt-SMMHC FRET -7, EBV gp42 block -1, RBBP9 inhibitor -2, p97 ATPase inh -5, NCF1 inh -14, Runt-CBFb FRET 6 and Furin inhibitor 1[20 µM].
Oc1ccc(C=Nc2ccc(N3CCOCC3)cc2)c(O)c1 was read as Tb hexokinase -29, Calpain2 inh -44, Runt-SMMHC FRET -24, EBV gp42 block -12, RBBP9 inhibitor 5, p97 ATPase inh -1, NCF1 inh -3, Runt-CBFb FRET -1 and Furin inhibitor -18.
CC1=C(C(=O)O)N2C(=O)C(NC(=O)c3nn(C)cc3Cl)C2SC1 (stereo not given) was read as Tb hexokinase -4, Calpain2 inh 3, Runt-SMMHC FRET 4, EBV gp42 block -20, RBBP9 inhibitor -3, p97 ATPase inh 0, NCF1 inh -12, Runt-CBFb FRET 1 and Furin inhibitor -14[20 µM].
For Cc1nn(Cc2ccc(F)cc2)c2sc(C(=O)Nc3ccc(N4CCOCC4)cc3N3CCOCC3)cc12 the results were Tb hexokinase -13, Calpain2 inh -18, Runt-SMMHC FRET 3, EBV gp42 block -3, RBBP9 inhibitor -8, p97 ATPase inh -6, NCF1 inh 2, Runt-CBFb FRET -9 and Furin inhibitor 4.
CCCCOc1ccc(CSC(=N)N)cc1[N+](=O)[O-] was read as Tb hexokinase 2, Calpain2 inh -15, Runt-SMMHC FRET -1, EBV gp42 block -1, RBBP9 inhibitor -4, p97 ATPase inh 0, NCF1 inh -7, Runt-CBFb FRET 0 and Furin inhibitor -18[20 µM].
`Cc1ccc(C(=O)N(C)c2nnc(-c3ccncc3)s2)cc1` gave Tb hexokinase 4, Calpain2 inh 7, Runt-SMMHC FRET -2, EBV gp42 block -1, RBBP9 inhibitor -17, p97 ATPase inh -8, NCF1 inh -4, Runt-CBFb FRET -1 and Furin inhibitor -12.

4 consecutive records out of the list so far, quoted:
CC1=C(C(=O)O)N2C(=O)C(NC(=O)c3nn(C)cc3Cl)C2SC1 (stereo not given) was read as Tb hexokinase -4, Calpain2 inh 3, Runt-SMMHC FRET 4, EBV gp42 block -20, RBBP9 inhibitor -3, p97 ATPase inh 0, NCF1 inh -12, Runt-CBFb FRET 1 and Furin inhibitor -14[20 µM].
For Cc1nn(Cc2ccc(F)cc2)c2sc(C(=O)Nc3ccc(N4CCOCC4)cc3N3CCOCC3)cc12 the results were Tb hexokinase -13, Calpain2 inh -18, Runt-SMMHC FRET 3, EBV gp42 block -3, RBBP9 inhibitor -8, p97 ATPase inh -6, NCF1 inh 2, Runt-CBFb FRET -9 and Furin inhibitor 4.
CCCCOc1ccc(CSC(=N)N)cc1[N+](=O)[O-] was read as Tb hexokinase 2, Calpain2 inh -15, Runt-SMMHC FRET -1, EBV gp42 block -1, RBBP9 inhibitor -4, p97 ATPase inh 0, NCF1 inh -7, Runt-CBFb FRET 0 and Furin inhibitor -18[20 µM].
`Cc1ccc(C(=O)N(C)c2nnc(-c3ccncc3)s2)cc1` gave Tb hexokinase 4, Calpain2 inh 7, Runt-SMMHC FRET -2, EBV gp42 block -1, RBBP9 inhibitor -17, p97 ATPase inh -8, NCF1 inh -4, Runt-CBFb FRET -1 and Furin inhibitor -12.
